C-LANA FP: inhibitors of KSHV C-LANA binding to DNA, primary screen, biochemical, fluorescence polarization, FAM-LBS DNA, MBP-C-LANA, single point; Kaposi's sarcoma herpesvirus LANA C-terminal domain (residues 932-1162) DNA binding; hit rate 0.078% among 340,000; inhibition, % at 9 µM;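 active means highest replicate inhibition at or above 60% at 9 µM, even if other replicates fall short; inactive means all replicates below 60% inhibition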;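 further: 0% = neutral control wells and 100% = 4 µM acridine orange control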
Keap1 Nrf2 FP: Keap1-Nrf2 protein-protein interaction inhibitors, primary screen, biochemical, fluorescence polarization, single point. Kelch-like ECH-associated protein 1 (Homo sapiens), Q14145. Keap1 Kelch-Nrf2 peptide fluorescence polarization, 1536-well. inhibition, % at 9.4 µM. hit rate 0.15% among 340,000; in the data active means inhibition above about 12%;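 further: human Keap1 Kelch domain with fluorescein labeled Nrf2 9mer peptide probe; 0% = neutral control wells and 100% = peptide positive control; higher means more block of Keap1 binding to Nrf2 peptide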
V-ATPase pH: regulators of yeast V-ATPase proton pumping, primary screen, pHLuorin cytosolic pH fluorescence | S. cerevisiae | response, % at 10 µM | hit rate 0.37% among 350,000 | AID 504577, 2011; in the data active means response mostly above about 7.3%, no sharp cut-off; inactive means mostly below about 5.4%; further: actives read high; inactives centre near 0; some compounds called inactive have numbers as strong as hits; reference of the scale not given here
RTF Ca sens inh: cardiac RTF calcium sensitivity inhibitors, primary screen, biochemical, IANBD-TnC fluorescence, EC70 calcium | Troponin I, cardiac muscle (Homo sapiens) + Troponin T, cardiac muscle (Homo sapiens) + … | IANBD-labeled cardiac RTF, Ca2+ fluorescence | inhibition, % at 7.15 µM | hit rate 0.12% among 340,000 | AID 493244, 2011;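 active means inhibition above the mean inhibition of all tested compounds plus 3 SD, cut at about 17% in these data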;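 further: assay run at fixed EC70 calcium of 1.6 mM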
CAL PDZ FP-1: untagged CAL PDZ binding inhibitors, primary screen, biochemical, fluorescence polarization, HTS. hit rate 0.92% among 300,000. AID 602252, 2012. inhibition, % at 24.9 µM. Golgi-associated PDZ and coiled-coil motif-containing protein (Homo sapiens), Q9HD26. purified CAL PDZ, TMR-peptide fluorescence polarization, 1 h;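 active means mean inhibition of at least 30% with at least half of replicates also reaching 30%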;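 further: 0% = DMSO neutral control and 100% = excess unlabeled competitor peptide PRC23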
NSD2 HMT inh: NSD2 histone methyltransferase inhibitors, primary screen, biochemical, AlphaScreen, single concentration, set 2 | hit rate 0.54% among 310,000 | inhibition, % at 12.5 µM | Histone-lysine N-methyltransferase NSD2 (Homo sapiens), O96028 | NSD2 peptide methylation, 120 min; in the data active means inhibition above about 50%
Target sequence (O96028 whole entry, looked up): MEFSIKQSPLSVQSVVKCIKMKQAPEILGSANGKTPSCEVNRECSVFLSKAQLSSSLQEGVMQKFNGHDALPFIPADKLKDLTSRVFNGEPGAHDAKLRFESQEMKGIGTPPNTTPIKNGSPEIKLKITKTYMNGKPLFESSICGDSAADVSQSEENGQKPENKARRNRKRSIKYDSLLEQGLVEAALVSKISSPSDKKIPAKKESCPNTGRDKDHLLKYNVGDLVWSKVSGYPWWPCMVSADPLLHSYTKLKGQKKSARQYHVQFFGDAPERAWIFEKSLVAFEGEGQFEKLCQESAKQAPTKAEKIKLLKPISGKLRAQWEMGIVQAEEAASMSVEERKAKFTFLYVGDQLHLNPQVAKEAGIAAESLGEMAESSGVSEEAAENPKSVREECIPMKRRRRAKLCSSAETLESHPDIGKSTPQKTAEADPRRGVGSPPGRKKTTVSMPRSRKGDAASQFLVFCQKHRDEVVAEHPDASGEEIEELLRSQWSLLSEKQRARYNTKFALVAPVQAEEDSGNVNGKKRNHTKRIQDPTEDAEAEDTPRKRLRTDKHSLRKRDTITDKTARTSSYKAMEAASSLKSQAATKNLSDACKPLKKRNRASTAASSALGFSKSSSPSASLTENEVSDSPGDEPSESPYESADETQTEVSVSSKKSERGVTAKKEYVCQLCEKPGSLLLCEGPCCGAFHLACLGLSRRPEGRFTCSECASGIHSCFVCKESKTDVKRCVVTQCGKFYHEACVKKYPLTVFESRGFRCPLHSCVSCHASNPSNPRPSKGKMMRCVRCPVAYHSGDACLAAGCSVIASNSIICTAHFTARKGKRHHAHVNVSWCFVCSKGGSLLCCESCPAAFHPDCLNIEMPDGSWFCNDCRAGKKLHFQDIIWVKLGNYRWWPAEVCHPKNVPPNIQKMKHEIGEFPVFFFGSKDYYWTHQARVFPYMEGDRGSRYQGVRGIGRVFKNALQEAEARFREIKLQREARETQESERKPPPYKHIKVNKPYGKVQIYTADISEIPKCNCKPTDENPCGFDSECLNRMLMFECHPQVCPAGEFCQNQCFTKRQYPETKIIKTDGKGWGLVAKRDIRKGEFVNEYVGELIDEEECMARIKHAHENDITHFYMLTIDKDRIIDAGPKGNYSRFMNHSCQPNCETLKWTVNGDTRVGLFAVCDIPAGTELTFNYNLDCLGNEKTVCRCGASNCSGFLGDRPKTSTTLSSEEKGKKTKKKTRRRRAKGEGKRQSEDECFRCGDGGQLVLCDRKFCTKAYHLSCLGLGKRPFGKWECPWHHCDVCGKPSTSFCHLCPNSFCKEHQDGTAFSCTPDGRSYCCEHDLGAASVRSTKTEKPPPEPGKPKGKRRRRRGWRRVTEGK
DAGLB inhibitor: DAGLB lipase inhibitors, primary screen, biochemical, fluorescence, HTS; HEK293T DAGLB membrane lysate, EnzChek fluorogenic substrate; inhibition, % at 5.17 µM; hit rate 0.059% among 340,000; in the data active means inhibition above about 34%;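 further: 0% = enzyme with vehicle and 100% = wells lacking enzyme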
CAL PDZ FP-2: CAL PDZ peptide-binding inhibitors, primary screen, biochemical, fluorescence polarization, Cer-tagged CAL PDZ, HTS; Golgi-associated PDZ and coiled-coil motif-containing protein (Homo sapiens), Q9HD26; purified CAL PDZ, TMR-peptide fluorescence polarization, 1 h; inhibition, % at 20 µM; hit rate 0.02% among 330,000; AID 504414, 2011;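 active means highest replicate inhibition of at least 40%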;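 further: plate controls were DMSO neutral control wells for no effect and unlabeled competitor peptide control wells for full effect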
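System: tagged CAL PDZ domain. Schedule: 1 h room-temperature incubation prior to read. Signal: fluorescence polarization (mP). Measure: percent inhibition from loss of millipolarization.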
Pemphigus Ab inh: inhibitors of pemphigus antibody binding to DSG3, primary screen, biochemical, bead-based, flow cytometry, scFv-GFP; DSG3-coupled beads, scFv-anti-DSG3-GFP binding; stronger effect = lower value; binding (percent of control), % at 10 µM; hit rate 0.48% among 310,000; AID 588358, 2011;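 active means binding more than 3 SD below its plate's average and above zero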; further: some compounds called inactive have numbers as strong as hits
Arr AP2 block: inhibitors of beta-arrestin/AP2 binding, primary screen, biochemical, GPCR trafficking, flow cytometry; beta-arrestin 1 C-terminal peptide binding to AP2 beta2-adaptin appendage (human); AID 504490, 2011; inhibition, % at 10 µM; FITC-arrestin peptide / GST-AP2 beads; AP2 beta2 appendage carries R879A mutation; hit rate 0.31% among 340,000;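 active means inhibition above a set limit, near 3 SD of compounds lacking own fluorescence, cut at about 54% in these data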;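 further: plate controls were DMSO wells for no effect and 5 µM unlabelled arrestin peptide for full effect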
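Test system: GST-tagged AP2 beta2-adaptin appendage (R879A) on 4 µm glutathione beads; also added: fluorescein-tagged arrestin peptide at 50 nM final; timing: 12 min plus 1 h, RT; signal: flow cytometry, FL1 (488/535 nm); read-out: percent drop in bead-associated FITC signal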
* marks the source's active call; other numbers are inactive results; · = not tested or not shown. Only part of the results is shown; count on the stated rates, not on these rows.

SMILES | C-LANA FP | Keap1 Nrf2 FP | V-ATPase pH | RTF Ca sens inh | CAL PDZ FP-1 | NSD2 HMT inh | DAGLB inhibitor | CAL PDZ FP-2 | Pemphigus Ab inh | Arr AP2 block
CCc1nc2ccccc2c(C(=O)NCc2ccc(OC)cc2)c1C | 0.8 | 3.2 | 0.8 | 8.5 | · | 0.0 | -1.9 | -0.3 | 102.2 | -20.4
Cc1cc(C(=O)NCCCN2CCCC2=O)no1 | 0.2 | -4.6 | -4.7 | -3.0 | · | -0.4 | 0.9 | -2.4 | 99.1 | 2.2
Fc1ccccc1-c1nc(-c2ccc(Cl)cc2)no1 | -0.6 | -0.6 | -3.8 | -0.6 | -2.4 | · | -15.1 | -0.5 | 101.0 | 21.7
Cc1ccc(C(=O)NCc2ccc(N3CCN(C)CC3)cc2)cc1C | -0.6 | -2.9 | -0.6 | 2.9 | 12.2 | 6.0 | 1.2 | 0.1 | 102.6 | 23.5
COC1C(CO)OC(n2c3c(Cl)cccc3c3c4c(c5c6cccc(Cl)c6[nH]c5c32)C(=O)NC4=O)C(O)C1O (configuration not stated) | 4.3 | 0.3 | -16.7 | -38.7 | -2.1 | · | -9.1 | -1.9 | 96.4 | -11.2
O=c1[nH]c(C2CCN(S(=O)(=O)Cc3ccccc3)CC2)nc2c1nnn2Cc1cccc(Cl)c1 | -0.6 | 1.4 | -2.8 | -33.9 | -5.6 | 0.7 | 4.8 | -3.1 | 105.5 | 25.7
CCC(C)NCCOCCOc1ccc(Cl)cc1Br (configuration not stated) | -0.1 | -2.1 | -0.4 | -7.5 | -3.3 | 4.9 | 2.6 | 0.7 | 108.1 | 13.2
NC(=O)c1ccsc1NC(=O)COC(=O)COc1ccccc1[N+](=O)[O-] | 0.4 | 4.8 | 7.3 | -6.8 | · | -1.7 | 2.1 | 0.9 | 102.2 | 21.5
CCOC(=O)c1ccc(NS(=O)(=O)c2cn(C)cn2)cc1 | 0.3 | -1.7 | 5.8 | 2.8 | 5.0 | 0.1 | 0.3 | 0.4 | 107.1 | -13.8
COC(=O)Nc1ncc(CN2C(=O)c3ccccc3C2=O)s1 | 1.9 | -1.4 | 2.8 | -9.5 | -0.4 | -1.4 | -0.7 | -1.6 | 97.0 | -1.7
O=C(CSc1nnc(CNc2ccc(Cl)cc2)o1)Nc1nc2ccccc2s1 | -0.8 | 1.0 | -1.0 | -2.6 | -1.1 | 30.3 | 2.7 | -0.2 | 100.6 | 7.8
COCCCNC(=S)N(CCO)Cc1cc2cc3c(cc2[nH]c1=O)OCCO3 | 3.7 | -4.1 | 2.3 | -17.8 | 0.2 | -0.3 | 0.4 | 0.7 | 115.6 | 9.7
O=C(N/C(=C/c1ccccc1)C(=O)N1CCCCC1)c1ccco1 | 0.6 | -1.0 | -0.1 | 0.8 | -1.3 | 0.9 | 0.4 | -3.0 | · | -2.8
CCOC(=O)c1c(NC(=O)C2CC=CCC2C(=O)O)sc(C)c1CC (configuration not stated) | 0.6 | 2.0 | 1.8 | -14.3 | · | -0.5 | 2.7 | -1.1 | 106.9 | 1.4
Cn1ncc(Br)c1C(=O)Nc1cccc(C(F)(F)F)c1 | -0.9 | 2.1 | -0.8 | 6.3 | -9.5 | -4.2 | -0.5 | 0.2 | 98.1 | -5.5
CN(Cc1ccco1)C(=O)C1CCN(c2nnc(-n3cccc3)s2)CC1 | -0.6 | -1.6 | -3.7 | -9.2 | -3.3 | -1.0 | 0.4 | -3.4 | · | 15.7
Cc1nn(-c2ccccc2)c(Cl)c1C(=O)OCC(=O)NCCc1ccccc1 | -0.1 | -1.6 | -1.0 | 1.4 | 3.2 | 4.1 | -15.5 | -2.0 | 112.4 | -13.5
COc1ccc2cc(-c3ccccc3F)ncc2c1 | 1.7 | -0.8 | -5.7 | 0.4 | -4.0 | · | -10.8 | -2.3 | 105.6 | -7.9
CC(C)CCn1c(N2CCOCC2)nc2c1c(=O)n(CC(N)=O)c(=O)n2C | -1.1 | -2.6 | 1.2 | -2.9 | · | 1.0 | -1.6 | 0.4 | 106.7 | 0.5
O=C(CCNS(=O)(=O)c1ccccc1)N1CCOCC1 | -0.9 | -3.9 | 1.1 | -4.6 | 15.0 | -4.0 | 1.6 | 0.4 | 102.4 | -8.3
CC(C)OC(=O)CC1C(=O)NCCN1C(=S)NC(=O)c1ccccc1 (configuration not stated) | 0.7 | -0.2 | -2.3 | -6.9 | -0.8 | -5.4 | -2.1 | -1.2 | 96.5 | -23.4
Cc1ccccc1NC(=O)Nc1ccccc1Br | 0.0 | -9.7 | -0.7 | -2.6 | -2.3 | 0.6 | -3.9 | 0.3 | 104.8 | -1.0
CCOC(=O)c1nc(NCc2ccccc2C)c2ccccc2n1 | 0.3 | 4.1 | 0.0 | 11.2 | -1.3 | -3.0 | 1.4 | -3.7 | 86.2 | -5.6
COc1cc(-c2onc3ccc(Br)cc23)cc(OC)c1OC | -0.7 | 2.3 | 1.7 | -7.8 | 5.8 | 0.2 | -2.8 | -0.5 | 99.4 | -21.6
Cc1noc(C)c1C(=O)NCc1ccccc1Br | -2.8 | -2.2 | 0.8 | 0.5 | -2.5 | -1.4 | -7.5 | -1.3 | 116.5 | -5.8

Overlap with the part before: 3 entries, followed by the next part.
SMILES | C-LANA FP | Keap1 Nrf2 FP | V-ATPase pH | RTF Ca sens inh | CAL PDZ FP-1 | NSD2 HMT inh | DAGLB inhibitor | CAL PDZ FP-2 | Pemphigus Ab inh | Arr AP2 block
CCOC(=O)c1nc(NCc2ccccc2C)c2ccccc2n1 | 0.3 | 4.1 | 0.0 | 11.2 | -1.3 | -3.0 | 1.4 | -3.7 | 86.2 | -5.6
COc1cc(-c2onc3ccc(Br)cc23)cc(OC)c1OC | -0.7 | 2.3 | 1.7 | -7.8 | 5.8 | 0.2 | -2.8 | -0.5 | 99.4 | -21.6
Cc1noc(C)c1C(=O)NCc1ccccc1Br | -2.8 | -2.2 | 0.8 | 0.5 | -2.5 | -1.4 | -7.5 | -1.3 | 116.5 | -5.8
COc1ccccc1C(=O)N(CN1CCCC1=O)c1cccc(Cl)c1 | 1.2 | 0.2 | -3.6 | 3.2 | -0.8 | -1.9 | -2.0 | -0.3 | 101.1 | -0.2
CC(=O)Nc1ccc(C(=S)NCCCO)cc1 | 0.1 | -5.1 | -1.7 | 1.0 | -2.4 | 4.0 | 0.2 | -0.9 | 101.5 | -11.7
COc1ccc2nc(NC(=O)C3CCN(S(=O)(=O)c4cccnc4)CC3)sc2c1 | -1.1 | 0.2 | -0.5 | -4.3 | · | · | -0.3 | -3.0 | 86.8 | 6.1
CC(=O)N1CCN(C(=O)c2cccc(S(=O)(=O)Nc3c(C)n(C)n(-c4ccccc4)c3=O)c2)CC1 | -1.1 | -0.9 | 0.1 | -4.8 | 7.3 | -1.6 | -2.6 | -1.8 | 103.0 | 33.0
Cc1cc(C)nc(Nc2cccc3ccccc23)n1 | -1.4 | 1.2 | 1.5 | -0.2 | -2.3 | 0.4 | -0.8 | 0.0 | 103.4 | -6.7
O=C(NC1CCCC1)c1cc2cc(Br)ccc2o1 | 1.3 | -6.2 | -3.3 | -1.6 | 8.3 | -3.5 | -2.4 | -1.1 | 108.8 | -4.4
Cc1ccc(S(=O)(=O)C2(C(=O)O)CCCC2)cc1C | 0.1 | -5.7 | 2.3 | -5.5 | -2.8 | · | -2.7 | -1.2 | 117.3 | 4.1
CCN(CC)c1ncnc2c1cnn2Cc1ccc(C)cc1 | 2.2 | 6.1 | 1.5 | -4.0 | -4.0 | -2.5 | -7.6 | -0.5 | 116.0 | 24.5
COc1ccc(NC(=O)COC(=O)c2ccc3ccccc3n2)c(OC)c1 | -0.1 | -1.6 | -1.1 | 2.9 | -5.9 | 0.5 | -3.6 | -0.3 | 120.4 | -9.3
CC(/C=C/c1ccccc1)=N\NC(=O)Cn1nc(C)cc1C | 0.3 | 0.6 | -1.0 | -3.1 | · | -0.1 | -2.9 | -0.6 | 101.1 | 14.2
COc1ccccc1C(=O)NCCC(=O)NN1C(=O)NC2(CCCCC2)C1=O | -0.8 | -5.4 | -3.2 | -9.8 | -2.9 | 1.7 | 0.4 | -1.5 | 107.8 | -5.9
CC(C)[C@H](NC(=O)c1c(F)cccc1F)C(=O)OCC(=O)NNC(=O)c1ccccc1 | · | · | 0.4 | · | · | -0.8 | -3.6 | · | 103.6 | ·
COc1ccc(NC(=S)Nc2ccccc2F)c(OC)c1 | -2.1 | -3.7 | 1.6 | 2.9 | 0.0 | 0.8 | -2.2 | -0.9 | 99.6 | -0.3
COc1cccc(/C=C/C(=O)OCC(=O)Nc2ccc(Cl)c(S(=O)(=O)N(C)C)c2)c1 | -1.3 | 2.0 | 0.2 | 1.1 | -4.0 | -4.0 | -3.0 | -0.1 | 101.3 | -9.7
COc1cccc(NC(=O)c2ccc(-c3ccc([N+](=O)[O-])cc3)o2)c1 | 1.9 | -5.1 | -2.0 | -3.3 | 2.7 | -3.3 | -3.3 | -1.1 | 83.5* | -2.4
O=C(CSc1nc2ccc(NC(=O)c3ccccc3C(=O)O)cc2s1)Nc1c(Cl)cccc1Cl | 0.5 | 3.8 | -2.1 | 4.7 | 1.0 | -0.8 | 1.4 | -2.1 | · | -6.2
Cc1ccc(S(=O)(=O)Nc2c(C)n(C)n(-c3ccccc3)c2=O)cc1C(=O)NCc1ccccn1 | -0.2 | 1.7 | 2.7 | -4.4 | -2.2 | 0.3 | 1.4 | -0.6 | · | 0.9
Cc1ccc(Cn2c(=O)c3c(nc4n3CCN4Cc3ccco3)n(C)c2=O)cc1 | 0.3 | -2.3 | 6.8 | 6.0 | -3.9 | · | -1.6 | -1.0 | · | 16.4
Cn1cc(S(=O)(=O)c2ccccc2)n(C)c1=O | -0.5 | -2.0 | -2.4 | -4.7 | · | -2.3 | -0.8 | -0.5 | 102.0 | 1.4
Cc1cccc(NS(=O)(=O)c2ccc3oc(=O)ccc3c2)c1C | 0.3 | 4.1 | 0.4 | -2.7 | -3.7 | 1.2 | -0.7 | -0.5 | 106.8 | 13.3
c1ccc2oc(-c3ccn[nH]3)cc2c1 | -0.5 | 0.7 | 1.5 | -2.0 | · | 0.1 | -0.8 | -0.9 | 107.3 | -3.5
